Compound activity from PubChem BioAssay.
LMNA splice mod = qHTS Assay for Modulators of Lamin A Splicing; HeLa LMNA splicing GFP/RFP minigene ratio, 48 h; Potency, µM (titrated, usually from 46.1 µM), inactives show at the top dose ratio change, negative = inhibition, actives largely listed as inhibitors; 200,000 compounds, 0.01% hits; active = well fitted inhibition curve with a large enough effect in the signal ratio, with a control signal flat, not every such curve was filed as active; inconclusive = small, poorly fitted or top-dose-only effect, or effect the other way, or a change in a side signal; the % refers to the signal ratio; note: potency is the fitted concentration of half-maximal effect; % is set by controls: 0 for no effect and ±100 for the full control effect
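Read-out is the ratio of GFP to DsRed2 object intensity, acquired by 488 nm laser-scanning cytometry on HeLa lamin A-EGFP minigene reporter cells. Compound incubation 48 hrs at 37 °C in Opti-MEM with 2% FBS; DMSO 0.5% final.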
Epigenetic reg = Quantitative High-Throughput Screen for Regulators of Epigenetic Control | murine LDR cells, GFP reporter derepression, 30 h | Potency, µM (series often up to 53.9 µM), without a hit: at the highest dose GFP activation, most hits filed as activators | 280,000 compounds, 0.2% hits | AID 1865, 2009; note: potency is the fitted concentration of half-maximal effect; % of control where 0% means no effect; nearly all actives have a fitted effect of over 60% in size
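Murine LDR cells bearing a silenced CMV-driven GFP reporter were exposed to compound for 30 h at 37 C. After PBS washes, GFP-positive cells (20-120 um objects) counted by laser-scanning microplate cytometry.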
IMPase Li inh = qHTS Assay for Identifying the Cell-Membrane Permeable IMPase Inhibitors: Potentiation with Lithium. CHO-M1 cells, IP1 TR-FRET (IP-One), carbachol + lithium. Potency, µM (top dose mostly 59.4 µM), for the others: top-dose activity, negative = IMPase inhibition, hits mostly inhibitors. 210,000 compounds, 0.35% hits. AID 1457, 2008;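 note: IP1 builds up when IMPase is blocked and the TR-FRET signal falls; potency is the fitted concentration of half-maximal effect; plate controls were basal vehicle for no effect and high inhibitor control for full effect; nearly all actives have a fitted effect of over 50% in size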
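Lithium-sensitised IP1 accumulation assay; M1-expressing CHO cells treated 30 min at 37C with compound. Competitive antibody detection by time-resolved FRET followed a 10 min room-temperature lysis step.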
HTT aggregate = qHTS Multiplex Assay to Identify Dual Action Probes in a Cell Model of Huntington: Aggregate Formation (GFP). PC12 HttQ103-GFP aggregates, Acumen cytometry, 40 h. Potency, µM (highest dose often 46.1 µM), for inactives: at the top dose activity change, negative = inhibition, most hits filed as inhibitors. 220,000 compounds, 1.1% hits. AID 1688, 2009; note: potency is the fitted concentration of half-maximal effect; % is set by controls: 0 for no effect and ±100 for the full control effect; nearly all actives have a fitted effect of over 60% in size
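Aggregates are detected as GFP objects 1–25 µm with signal 6 STDEV over background in lysates of induced PC12 cells. These carry Huntingtin exon 1 with 103 glutamines fused to GFP under an ecdysone promoter; compounds titrated.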
NPSR antagonist = qHTS Assay for Antagonists of the Neuropeptide S Receptor: cAMP Signal Transduction; Potency, µM (series often up to 38.3 µM), for the others: at the top dose activity change, negative = inhibition, usual class: inhibitors; CHO-NPSR cells, cAMP TR-FRET, antagonist mode; AID 1461, 2008; 220,000 compounds, 1% hits; note: potency is the fitted concentration of half-maximal effect; % is set by controls: 0 for no effect and ±100 for the full control effect; nearly all actives have a fitted effect of over 50% in size; many of its hits are not listed in these tables
Target sequence (Q6W5P4 whole entry, looked up): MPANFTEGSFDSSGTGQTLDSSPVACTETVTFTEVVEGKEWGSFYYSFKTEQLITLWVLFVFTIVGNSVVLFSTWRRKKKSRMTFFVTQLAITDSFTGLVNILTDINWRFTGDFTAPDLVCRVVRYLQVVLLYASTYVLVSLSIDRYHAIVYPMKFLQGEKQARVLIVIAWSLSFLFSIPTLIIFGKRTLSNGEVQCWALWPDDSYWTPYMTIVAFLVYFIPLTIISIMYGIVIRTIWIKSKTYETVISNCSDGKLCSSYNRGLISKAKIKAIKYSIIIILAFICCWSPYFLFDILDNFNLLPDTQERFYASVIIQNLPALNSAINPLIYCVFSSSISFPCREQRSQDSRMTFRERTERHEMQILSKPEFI
KinaseGlo FLuc = Counterscreen for Luciferase (Kinase-Glo TM) Inhibition; Potency, µM (highest dose often 38.3 µM), without a hit: at the highest dose activity change, negative = inhibition, actives largely listed as inhibitors; 200,000 compounds, 0.28% hits; Kinase-Glo luciferase, ATP luminescence, 8 min; Luciferin 4-monooxygenase (Photuris pensylvanica), Q27757; note: potency is the fitted concentration of half-maximal effect; % is set by controls: 0 for no effect and ±100 for the full control effect; nearly all actives have a fitted effect of over 60% in size
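Substrate mix (final 50 mM imidazole pH 7.2, 50 mM KCl, 7 mM MgCl2, 10 uM ATP, 0.01% Tween 20, 0.05% BSA) plus pin-tool compound, then Kinase-Glo detection mix; 8 min ambient, luminescence read.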
CBFb-RUNX1 inh = qHTS Assay for Compounds Blocking the Interaction Between CBF-beta and RUNX1 for the Treatment of Acute Myeloid Leukemia | Potency, µM (doses to about 59.8 µM), inactives show top-dose activity, negative = inhibition, actives largely listed as inhibitors | AID 1477, 2009 | 230,000 tested, under 10 active | AlphaScreen CBFb-His/RUNX1-biotin binding, biochemical | Runt-related transcription factor 1 (Homo sapiens) + Core-binding factor subunit beta …; note: % of control where 0% means no effect
Target sequence (Q01196 whole entry, looked up): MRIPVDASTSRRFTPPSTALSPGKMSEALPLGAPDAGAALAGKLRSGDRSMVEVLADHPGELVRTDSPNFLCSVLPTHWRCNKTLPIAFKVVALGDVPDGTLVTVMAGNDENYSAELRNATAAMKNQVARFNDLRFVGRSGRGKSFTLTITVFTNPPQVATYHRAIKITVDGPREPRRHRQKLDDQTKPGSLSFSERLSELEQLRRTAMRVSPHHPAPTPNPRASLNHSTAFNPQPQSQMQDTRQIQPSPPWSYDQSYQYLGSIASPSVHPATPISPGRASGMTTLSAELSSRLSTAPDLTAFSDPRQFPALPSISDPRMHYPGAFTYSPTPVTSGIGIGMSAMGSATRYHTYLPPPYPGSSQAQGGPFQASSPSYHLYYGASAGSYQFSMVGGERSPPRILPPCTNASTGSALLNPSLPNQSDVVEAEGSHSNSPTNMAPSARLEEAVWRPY
Target sequence (Q13951 whole entry, looked up): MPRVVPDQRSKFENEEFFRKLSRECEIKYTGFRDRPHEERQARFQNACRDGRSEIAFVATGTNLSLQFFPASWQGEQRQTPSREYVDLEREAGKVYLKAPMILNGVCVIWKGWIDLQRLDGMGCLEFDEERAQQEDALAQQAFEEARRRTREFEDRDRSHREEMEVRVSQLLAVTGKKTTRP
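Compounds were screened at multiple concentrations against a preformed CBF-beta(His)/RUNX1(biotin) complex (30 nM of each) for 15 min at room temperature, followed by 90 min with nickel and streptavidin beads and AlphaScreen reading.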
Starred values were filed as active, the others as inactive; ? = inconclusive; / = not tested or not shown; [ ] = another dose, or the depositor's remark. Unless noted, calls come from the whole dose curve; as a rule, active = well fitted curve in the direction sought with a large enough effect; inconclusive = small, poorly fitted or top-dose-only effect, or another doubt; inactive = no such curve, though single readings can be large; an effect the other way counts as inactive or inconclusive. Some of the compounds tested (hit frequency here may not be typical).

SMILES | LMNA splice mod | Epigenetic reg | IMPase Li inh | HTT aggregate | NPSR antagonist | KinaseGlo FLuc | CBFb-RUNX1 inh
CC(C)=CCCC1=CCC2C(=O)NNC(=O)C2C1 (configuration not stated) | ? | -3.0% | 3% | 3% | 7%[46.1 µM] | -1% | 1%
O=C1CC(c2ccco2)CC(O)=C1C=NCCN1CCN(C(=O)Nc2ccc(Cl)cc2)CC1 (configuration not stated) | 3% | -1.3% | 2% | 0% | 18% | -2% | -13%
Cc1cccc(N(C(=O)c2snc(C(N)=O)c2N)C(C)C(=O)NCC2CCCO2)c1 (configuration not stated) | 15%[46 µM] | 0.6% | 5% | -3%[9.22 µM] | 7% | 4% | 0%
CCc1cccc2c(-c3ccccc3)c3c(nc12)OCC3 | / | 4.5% | -11% | / | / | -4% | 8%
Cn1cccc1C(=O)NC(=O)COC(=O)CNC(=O)c1ccc(Cl)cc1Cl | 8%[46 µM] | 3.2% | -2% | 18% | -2% | 3% | -8%
Cc1nn(Cc2c(F)cccc2Cl)c(C)c1NC(=O)C1CC1 | 1% | 2.6% | -8% | 3% | 9% | -5% | -10%
O=C(Nc1ccc(OCC(=O)N2CCOCC2)cc1)c1cncc(Br)c1 | -7% | -4.8% | -3% | 11µM* | 9% | 2% | 1%
N#Cc1cc(N2CCOCC2)nc2ccccc12 | / | 1.1% | / | ? | 0% | / | 22%
CC(C)C(=O)Nc1ccccc1C(=O)OCC(=O)c1ccc2c(c1)OCCO2 | -6% | 0.0% | -4% | 5% | -24% | 1% | 12%
CC1CCCCC1NC(=O)COC(=O)c1ccc2c(c1Cl)C(=O)c1ccccc1C2=O (configuration not stated) | -9% | -1.1% | -2% | -10% | 9% | 0% | -5%

At a glance, three of the compounds above:
SMILES | LMNA splice mod | Epigenetic reg | IMPase Li inh | HTT aggregate | NPSR antagonist | KinaseGlo FLuc | CBFb-RUNX1 inh
N#Cc1cc(N2CCOCC2)nc2ccccc12 | / | 1.1% | / | ? | 0% | / | 22%
CC(C)C(=O)Nc1ccccc1C(=O)OCC(=O)c1ccc2c(c1)OCCO2 | -6% | 0.0% | -4% | 5% | -24% | 1% | 12%
CC1CCCCC1NC(=O)COC(=O)c1ccc2c(c1Cl)C(=O)c1ccccc1C2=O (configuration not stated) | -9% | -1.1% | -2% | -10% | 9% | 0% | -5%

Additional compounds:
SMILES | LMNA splice mod | Epigenetic reg | IMPase Li inh | HTT aggregate | NPSR antagonist | KinaseGlo FLuc | CBFb-RUNX1 inh
Cc1ccc(NC(=O)/C(=C\c2ccccc2)NC(=O)/C=C/c2ccccc2)cc1 | 5% | -0.3% | / | -21% | -16%[46.1 µM] | / | 5%
CC1=CC(=O)OC1Cc1ccc2ccccc2n1 (configuration not stated) | / | 0.0% | 0% | / | / | ? | -10%
CC1CCN(S(=O)(=O)N2CCC(C(=O)O)CC2)CC1 | -11% | 2.1% | 1% | -9% | 11% | -2% | -10%
O=C(c1cccnc1Cl)N(Cc1ccccc1)Cc1ccccc1 | / | -0.4% | -3% | 10% | -19% | -1% | -6%
C/C(=N/NC(=O)c1cnccn1)c1cccs1 | -12% | 0.0% | -2% | 6% | 13% | ? | -9%
CC1CCN(C(=O)Cn2cc(C(=O)c3ccco3)c3ccccc32)CC1 | -5% | 0.2% | -2%[38.3 µM] | 4% | -23%[46.1 µM] | -1% | 2%
COC(=O)c1sccc1NC(=O)CC1C(=O)NCCN1C(=O)Nc1ccc(C(F)(F)F)cc1 (configuration not stated) | / | 1.1% | / | 12%[9.22 µM] | -28% | / | 9%
COc1ccccc1C(=O)N1CCN(c2cccc(Cl)c2)CC1 | 12% | 1.1% | 17%[38.3 µM] | 0% | -15%[46.1 µM] | 8% | 20%
Cc1cc(NC(=O)Nc2cccc(C)c2C)no1 | / | -0.4% | 6% | 1% | 3% | 4% | 3%
O=C(CSc1ccc(-c2cccnc2)nn1)N1CCCCCC1 | / | -0.1% | 7% | -21% | 8% | 9% | 4%
N#CC1=C(c2ccccc2)/C(=C/c2ccccc2)OC1=O | ? | 1.0% | 43%[activator][38.3 µM] | ? | 2.5µM* | -2% | -6%
Cn1c(C(=O)NCC2CCCO2)cc2oc3ccccc3c21 (configuration not stated) | ? | 1.1% | 10%[38.3 µM] | -16% | -11%[46.1 µM] | -5% | -7%
Cc1ccc(NC(=O)CS(=O)CC(=O)N(C(C)C(=O)NC2CCCCC2)C(C)(C)C)cc1 (configuration not stated) | ? | -2.7% | 8% | 15%[9.22 µM] | -11% | -3% | 4%
O=C(NC1CCCCC1)C1CCCN1C(=O)NCc1ccccc1 (configuration not stated) | 14% | 0.0% | 29%[38.3 µM] | -2% | -15%[46.1 µM] | -4% | 6%
COc1cc(/C=N/O)cc(Cl)c1OC | 11% | -0.6% | -4% | -11% | 14% | 3% | -1%
Cc1cc(C)n(-c2ncc(C#N)cn2)n1 | / | 0.9% | -1% | 18% | 15% | -2% | -1%
O=C1CSC2(C(=O)N3CCCc4cccc2c43)N1c1cccc(C(F)(F)F)c1 (configuration not stated) | 4% | 0.0% | 21%[38.3 µM] | -11% | -25%[46.1 µM] | -1% | -3%
NCC1CCC(N)C(O[C@@H]2C(O)[C@H](O[C@H]3OC(CO)C(O)C(N)C3O)[C@@H](N)C[C@H]2N)O1 (some centres not stated) | ? | 0.8% | 23% | -7% | / | -1% | 5%
O/N=C1/C2C3C(Br)C4C5CC(C1C53)C24 (configuration not stated) | 15% | 0.1% | -4% | 1% | -1% | 10% | 4%
CCN(CC)C(=O)COc1ccc(-c2nnc(N3CCCCC3)c3ccccc23)cc1 | ? | 0.0% | 27%[38.3 µM] | -11% | -16%[46.1 µM] | 0% | 0%
Cc1ccc2sc(N(CCCN(C)C)C(=O)c3nc4ccccc4s3)nc2c1C | -7%[46 µM] | 0.0% | -3% | -7% | -42% | 3% | 14%
Cc1cc(C)nc(NS(=O)(=O)c2ccc(NC(=S)NC(=O)c3ccco3)cc2)n1 | 0%[46 µM] | 0.1% | -6% | -5%[9.22 µM] | 33% | -3% | -4%
COc1ccccc1CN1C(=S)SC(C)(C)C1NO (configuration not stated) | -24% | -6.3% | 15%[38.3 µM] | 0% | 7%[46.1 µM] | 3% | 3%
Oc1ccccc1/C=N/NC(=S)NC1CC2C=CC1C2 (configuration not stated) | ? | 0.1% | / | 2%[9.22 µM] | 18% | / | ?
COC(=O)c1ccc(NC(=O)c2cc3sccc3n2C)cc1 | -9% | -1.3% | -12%[38.3 µM] | 13% | -17%[46.1 µM] | -5% | -2%
COc1cc(CN2CCNC(=O)C2CC(=O)N(C)Cc2ncc[nH]2)cc(OC)c1 (configuration not stated) | / | 6.8% | 23% | 2%[9.22 µM] | 4% | -1% | 1%
O=C(C[n+]1cccc(NC(=O)c2ccccc2)c1)c1ccc(NC(=O)c2ccccc2)cc1 | 12% | -2.3% | 18%[38.3 µM] | 9% | -23%[46.1 µM] | -3% | -3%
COC(=O)c1ccc(CN(c2ccccc2Cl)S(C)(=O)=O)cc1 | 5%[46 µM] | -0.4% | 10% | 7% | -18% | 0% | 8%
COC(=O)C1CCN(c2c([N+](=O)[O-])cc(C(F)(F)F)cc2[N+](=O)[O-])CC1 | 0% | 1.5% | 27%[38.3 µM] | 15% | -6%[46.1 µM] | 6% | -13%
Cc1nc(C)c(-c2csc(Nc3cccnc3)n2)s1 | -1% | -1.1% | 17%[38.3 µM] | 7% | -3%[46.1 µM] | -2% | -8%
COCCCNC(=S)NNC(=O)C(O)(c1ccccc1)c1ccccc1 | / | -0.1% | 4% | -7% | 6% | 1% | 5%
CN(CCC#N)C(=O)CC(Cc1ccccc1)C1CCOC(C)(C)C1 (configuration not stated) | / | 0.0% | / | 5%[9.22 µM] | -3% | / | -6%
CN(C)/C=C/C(=O)c1cnc(-c2ccccc2Cl)s1 | ? | -3.3% | 1% | -5%[9.22 µM] | -8% | -1% | -2%
S=c1[nH]nc(-c2cccnc2)n1/N=C/c1ccccc1 | / | 1.6% | / | 5%[9.22 µM] | -21% | / | -3%
Cc1ccc2nc(NC(=O)C3CCN(S(=O)(=O)c4ccc5c(c4)oc(=O)n5C)CC3)sc2c1 | -8% | 2.5% | 11%[38.3 µM] | 0% | -10%[46.1 µM] | 3% | 1%
Nc1nnc(-c2ccc(Cl)c([N+](=O)[O-])c2)s1 | / | 3.1% | -3% | -5% | -8% | -2% | -2%
CC1CN(C(=O)c2ccc(COc3ccc4ccccc4c3)o2)CC(C)O1 (configuration not stated) | / | -2.8% | 26% | 3%[9.22 µM] | 3% | -1% | -1%
O=C(CSc1nc2ccccc2[nH]1)N/N=C/C=C\c1ccccc1[N+](=O)[O-] | -16% | -0.9% | 5% | -8% | 10% | -2% | 3%
COc1ccccc1-c1cc(C(=O)N2CCN(c3ccccc3OC)CC2)no1 | ? | 0.8% | 12%[38.3 µM] | 10% | -16%[46.1 µM] | -1% | 1%
O=C(CN1C(=O)c2ccccc2S1(=O)=O)NCCC1=CCCCC1 | -2% | -0.9% | 10% | -3% | 2%[46.1 µM] | 1% | 4%
CCOc1cc(CNCCc2ccc(S(N)(=O)=O)cc2)ccc1OCC(=O)NC1CCCCC1 | 4% | 2.2% | 31%[38.3 µM] | 3% | 7%[46.1 µM] | -1% | 2%
CCC(C)(NC(=O)c1ccccn1)C(=O)NC1CCCCC1 (configuration not stated) | 2% | 0.9% | 12%[38.3 µM] | 3% | -8%[46.1 µM] | -1% | 0%
O=C(NCc1ccccc1)c1ccc(CS(=O)(=O)c2ccccc2)o1 | 3% | -1.3% | -2%[38.3 µM] | -13% | -2%[46.1 µM] | -8% | -3%
Cc1c(C2=CCN(S(=O)(=O)c3ccc(Br)cc3)CC2)c2ccccc2n1C | 5% | 0.0% | 12% | 0% | -3% | 2% | -3%
COc1ccc(C(=O)C2=NN(C(C)=O)CC2c2ccco2)cc1 (configuration not stated) | 2%[46 µM] | 0.1% | 6% | -14% | -16% | 3% | -1%
Cc1ccc(NNC(=O)c2c(F)cccc2Cl)cc1Cl | / | 3.2% | / | -4%[9.22 µM] | -23% | / | 4%
